CRFBP-R2 agonist: agonists of CRF-BP/CRF-R2 complex, primary screen, cell-based, HEK293, calcium dye fluorescence, uHTS; activation, % at 13.2 µM; 350,000 tested, 0.46% active; calcium dye fluorescence (FLIPR); percent of saturating CRF peptide response; CRF-binding protein / CRF receptor 2 complex (human);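 active = activation of at least 50%, plus an integration ratio under a set limit after plate pattern correction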;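 also: plate controls were neutral control wells without compound for no effect and CRF at EC100 for full effect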
CHRM4 antagonist: human M4 muscarinic receptor antagonists, primary screen, CHO cells, Fluo-8 calcium fluorescence; Muscarinic acetylcholine receptor M4 (Homo sapiens), P08173; inhibition, % at 3 µM; AID 624125, 2012; CHO-hM4 cells, ACh EC80; 360,000 tested, 0.73% active;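 active = inhibition above its plate's cutoff, the mean inhibition of sample wells plus 3 SD, cut at about 27% in these data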;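 also: 0% = acetylcholine EC80 with DMSO and 100% = DMSO without agonist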
M5 PAM: human M5 muscarinic receptor positive allosteric modulators, primary screen, CHO-K1 cells, Fluo-8 calcium fluorescence; activation, % at 3 µM; Muscarinic acetylcholine receptor M5 (Homo sapiens), P08912; CHO-K1 hM5, ACh EC20 PAM; 0% = ACh EC20, 100% = ACh EC100; 360,000 tested, 0.3% active;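 active = activation above the run cutoff, the mean activation of all test compounds plus 3 SD, cut at about 18% in these data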
Target sequence (P08912 whole entry, looked up): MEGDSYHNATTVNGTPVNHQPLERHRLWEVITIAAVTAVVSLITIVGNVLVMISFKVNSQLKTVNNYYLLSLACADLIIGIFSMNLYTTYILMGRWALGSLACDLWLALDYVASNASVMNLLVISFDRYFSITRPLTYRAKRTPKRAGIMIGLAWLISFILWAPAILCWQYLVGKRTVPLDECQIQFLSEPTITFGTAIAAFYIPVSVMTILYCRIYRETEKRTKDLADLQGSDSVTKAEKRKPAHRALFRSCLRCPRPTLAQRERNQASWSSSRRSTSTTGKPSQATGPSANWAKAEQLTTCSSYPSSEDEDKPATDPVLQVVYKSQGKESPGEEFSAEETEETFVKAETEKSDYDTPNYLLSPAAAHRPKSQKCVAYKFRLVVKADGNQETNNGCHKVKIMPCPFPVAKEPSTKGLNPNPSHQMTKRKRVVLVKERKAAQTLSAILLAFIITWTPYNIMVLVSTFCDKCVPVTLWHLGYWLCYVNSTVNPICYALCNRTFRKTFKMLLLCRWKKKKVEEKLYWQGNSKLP
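System: CHO-K1 cell line with stable human muscarinic M5 receptor expression | Also added: EC20 acetylcholine as agonist stimulus | Compound: One concentration, 3 µM final (nominal) | Timing: Fluo-8 loading 80 min at 37 °C plus 30 min room temperature | Measured by: Fluo-8 calcium dye fluorescence, kinetic read | Read-out basis: % activation, ACh-normalized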
M1 PAM: human M1 muscarinic receptor positive allosteric modulators, primary screen, CHO-K1 cells, Fluo-8 calcium fluorescence, 1536-well | 360,000 tested, 0.088% active | Muscarinic acetylcholine receptor M1 (Homo sapiens), P11229 | CHO-K1 hM1, ACh EC20; 0% = ACh EC20, 100% = maximal ACh | activation, % at 3 µM | AID 588819, 2011; in the data active = activation above about 19%, passing the limit was not always enough
Target sequence (P11229 whole entry, looked up): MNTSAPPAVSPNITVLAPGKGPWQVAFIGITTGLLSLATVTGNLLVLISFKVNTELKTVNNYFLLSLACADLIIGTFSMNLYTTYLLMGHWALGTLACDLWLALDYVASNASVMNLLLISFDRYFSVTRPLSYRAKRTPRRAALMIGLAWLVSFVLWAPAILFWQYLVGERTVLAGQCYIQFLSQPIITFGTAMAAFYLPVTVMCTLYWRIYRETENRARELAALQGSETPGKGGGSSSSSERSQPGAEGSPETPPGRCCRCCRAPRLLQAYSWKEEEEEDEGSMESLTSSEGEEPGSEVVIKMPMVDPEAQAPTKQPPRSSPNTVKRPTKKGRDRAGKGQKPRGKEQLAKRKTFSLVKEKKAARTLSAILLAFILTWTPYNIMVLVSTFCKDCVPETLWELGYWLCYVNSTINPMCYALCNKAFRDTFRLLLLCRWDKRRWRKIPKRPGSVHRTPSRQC
M4 PAM: human M4 muscarinic receptor positive allosteric modulators, primary screen, CHO-K1 cells, Fluo-8 calcium fluorescence. CHO-K1 hM4/Gqi5, ACh EC20; 0% = ACh EC20, 100% = maximal ACh. activation, % at 3 µM. 360,000 tested, 0.4% active. AID 624126, 2012;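 active = activation above its plate's cutoff, the mean activation of sample wells plus 3 SD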; also: some results filed as inactive read as strong as hits
M1 antag: human M1 muscarinic receptor antagonists, primary screen, CHO-K1 cells, Fluo-8 calcium fluorescence, 1536-well. AID 588852, 2011. inhibition, % at 3 µM. 360,000 tested, 1.3% active. CHO-K1 hM1, ACh EC80 antagonist;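 active = percent inhibition above its own plate's cutoff, namely the mean of that plate's compound wells plus 3 SD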;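 also: peak over basal fluorescence ratio during 140 s after agonist addition; 0% = ACh EC80 plus DMSO and 100% = DMSO alone without agonist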
CHRM5 antagonist: human M5 muscarinic receptor antagonists, primary screen, CHO cells, Fluo-8 calcium fluorescence; CHO-hM5 cells, ACh EC80; 360,000 tested, 0.59% active; Muscarinic acetylcholine receptor M5 (Homo sapiens), P08912; inhibition, % at 3 µM;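 active = inhibition above a per-plate cutoff, the mean of that plate's test compounds plus 3 SD, cut at about 27% in these data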;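 also: 0% = acetylcholine EC80 with DMSO and 100% = DMSO without agonist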
CHRM5 agonist: human M5 muscarinic receptor agonists, primary screen, CHO-K1 cells, Fluo-8 calcium fluorescence; 360,000 tested, 0.19% active; CHO-K1 hM5 cells; 0% DMSO wells, 100% maximal acetylcholine response; activation, % at 3 µM; AID 624037, 2012;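 active = activation above the run's mean over test compounds plus 3 SD, cut at about 23% in these data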;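 also: signal is peak over basal fluorescence ratio across the kinetic read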
CHRM4 agonist: human M4 muscarinic receptor agonists, primary screen, CHO-K1 cells, Fluo-8 calcium fluorescence; Muscarinic acetylcholine receptor M4 (Homo sapiens), P08173; CHO-K1 hM4/Gqi5; vehicle 0%, full acetylcholine response 100%; activation, % at 3 µM; 360,000 tested, 0.14% active; AID 624127, 2012;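 active = activation above the run mean over all test wells plus 3 SD, cut at about 32% in these data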;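 also: peak over basal fluorescence ratio per well then scaled between controls; 0% = DMSO wells and 100% = acetylcholine at EC100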
Active calls of the source: *.

`COc1cc(OC)c(/C=C2\SC(=O)N(CC(=O)Nc3ccccc3F)C2=O)c(OC)c1` gave CRFBP-R2 agonist 1.8, CHRM4 antagonist 1, M5 PAM 1, M1 PAM -1, M4 PAM -3, M1 antag -3, CHRM5 antagonist 9, CHRM5 agonist 3 and CHRM4 agonist 1.
For CCNC(=O)C12CCC(C)(C(=O)C1Br)C2(C)C (stereo unspecified) the results were CRFBP-R2 agonist -1.1, CHRM4 antagonist -6, M5 PAM 2, M1 PAM 12, M4 PAM 10, M1 antag -6, CHRM5 antagonist -5, CHRM5 agonist 2 and CHRM4 agonist 1.
Screening CC(C)c1cccc(C2=CC(=O)C[C@H](c3ccc4c(c3)OCO4)C2)c1 returned CRFBP-R2 agonist -0.1, CHRM4 antagonist -3, M5 PAM -3, M1 PAM -1, M4 PAM 4, M1 antag 5, CHRM5 antagonist 5, CHRM5 agonist 2 and CHRM4 agonist 0.
For CC(C)OCCCNS(=O)(=O)c1ccc2c(c1)oc(=O)n2C the results were CRFBP-R2 agonist -0.8, CHRM4 antagonist -4, M5 PAM -6, M1 PAM 1, M4 PAM -1, M1 antag -4, CHRM5 antagonist 0, CHRM5 agonist 2 and CHRM4 agonist 2.
Screening CCC1=C(c2cc(OC)c(OC)c(OC)c2)C2(CCCC2)C(=O)O1 returned CRFBP-R2 agonist -2.2, CHRM4 antagonist 1, M5 PAM -3, M1 PAM 13, M4 PAM 11, M1 antag -3, CHRM5 antagonist 7, CHRM5 agonist -4 and CHRM4 agonist -3.
`COC(=O)c1csc2c(C(F)(F)F)cc(N3CCN(C(=O)Nc4ccccc4)CC3)nc12` gave CRFBP-R2 agonist 1.2, CHRM4 antagonist -5, M5 PAM -2, M1 PAM -1, M4 PAM -2, M1 antag 5, CHRM5 antagonist 8, CHRM5 agonist 0 and CHRM4 agonist 1.
`O=C(NNC(=O)C1C2CCC(C2)C1C(=O)O)c1ccc(Cl)cc1` (stereo unspecified) gave CRFBP-R2 agonist -1.4, CHRM4 antagonist 3, M5 PAM -1, M1 PAM 5, M4 PAM 10, M1 antag 1, CHRM5 antagonist 6, CHRM5 agonist 0 and CHRM4 agonist 1.
Screening CCCC(=O)N=C1SC2CS(=O)(=O)CC2N1c1ccc(-c2nc3ccc(C)cc3s2)cc1 (stereo unspecified) returned CRFBP-R2 agonist 0.3, CHRM4 antagonist -3, M5 PAM -4, M1 PAM 10, M4 PAM -2, M1 antag -3, CHRM5 antagonist -2, CHRM5 agonist -1 and CHRM4 agonist 2.
For CC(C)CC(=O)NC(=S)Nc1ccc(F)cc1F the results were CRFBP-R2 agonist -0.9, CHRM4 antagonist -6, M5 PAM 1, M1 PAM -3, M4 PAM 8, M1 antag 0, CHRM5 antagonist 0, CHRM5 agonist -7 and CHRM4 agonist -1.
Screening Cc1ccc(NC(=O)CSc2n[nH]c(C)c2[N+](=O)[O-])cc1 returned CRFBP-R2 agonist 0.3, CHRM4 antagonist -7, M5 PAM -9, M1 PAM 3, M4 PAM -2, M1 antag -11, CHRM5 antagonist 2, CHRM5 agonist 2 and CHRM4 agonist 4.
`COc1ccc(CNC(=O)CCNS(=O)(=O)c2ccc3c(c2)oc(=O)n3C)cc1` gave CRFBP-R2 agonist -1.7, CHRM4 antagonist 7, M5 PAM -7, M1 PAM 4, M4 PAM -7, M1 antag 4, CHRM5 antagonist 13, CHRM5 agonist 1 and CHRM4 agonist 13.
COc1ccc(N2CC(C(=O)N3CCN(c4ccccc4OC)CC3)CC2=O)cc1 (stereo unspecified) was read as CRFBP-R2 agonist 0.2, CHRM4 antagonist -2, M5 PAM 0, M1 PAM 11, M4 PAM 3, M1 antag -19, CHRM5 antagonist 6, CHRM5 agonist 0 and CHRM4 agonist 1.
`CC1CCCC(=C\c2ccccc2)/C1=N/O` (stereo unspecified) gave CRFBP-R2 agonist -0.2, CHRM4 antagonist 1, M5 PAM -3, M1 PAM 4, M4 PAM -1, M1 antag -10, CHRM5 antagonist 0, CHRM5 agonist -1 and CHRM4 agonist 0.
Screening CC(=O)c1cccc(N(C(=O)CNC(=O)c2cccs2)C(C(=O)NCC2CCCO2)c2ccccc2)c1 (stereo unspecified) returned CRFBP-R2 agonist 0.5, CHRM4 antagonist 6, M5 PAM -5, M1 PAM 4, M4 PAM -3, M1 antag -4, CHRM5 antagonist 7, CHRM5 agonist 0 and CHRM4 agonist 1.
Screening Cc1ccc(NC2=Nc3ccccc3CC2)cc1 returned CRFBP-R2 agonist 1.3, CHRM4 antagonist 4, M5 PAM -4, M1 PAM -4, M4 PAM -4, M1 antag 17, CHRM5 antagonist 6, CHRM5 agonist -3 and CHRM4 agonist 0.
Screening COC(=O)COc1ccc(NC(=O)C(c2ccccc2)c2ccccc2)cc1 returned CRFBP-R2 agonist -0.6, CHRM4 antagonist 2, M5 PAM 2, M1 PAM 7, M4 PAM -3, M1 antag -14, CHRM5 antagonist 10, CHRM5 agonist 5 and CHRM4 agonist 6.
Screening CCn1c(C(=O)N2CCC(C(=O)NCc3cccs3)CC2)cc2sccc21 returned CRFBP-R2 agonist -5.8, CHRM4 antagonist -1, M5 PAM -10, M1 PAM 2, M4 PAM -1, M1 antag -6, CHRM5 antagonist -3, CHRM5 agonist 1 and CHRM4 agonist 4.
Cc1ccc(CSCc2ccc(C(=O)NC3CC3)o2)cc1 was read as CRFBP-R2 agonist -2.2, CHRM4 antagonist 5, M5 PAM -7, M1 PAM -2, M4 PAM 3, M1 antag 3, CHRM5 antagonist 4, CHRM5 agonist 3 and CHRM4 agonist 6.
`CCn1c(CCNC(=O)c2ccc(OC)cc2)nnc1SCc1ccc(Cl)c(Cl)c1` gave CRFBP-R2 agonist 136*, CHRM4 antagonist 7, M5 PAM -14, M1 PAM -6, M4 PAM -9, M1 antag 3, CHRM5 antagonist 8, CHRM5 agonist -1 and CHRM4 agonist 15.
For O=C(Nc1cccc(F)c1)N1CCN(C/C=C/c2ccccc2)CC1 the results were CRFBP-R2 agonist -1.2, CHRM4 antagonist 5, M5 PAM 2, M1 PAM -1, M4 PAM 2, M1 antag -1, CHRM5 antagonist 9, CHRM5 agonist -16 and CHRM4 agonist 1.
CCN1CCN(c2nc3c(c(=O)n(C)c(=O)n3C)n2CCSc2nccc(C)n2)CC1 was read as CRFBP-R2 agonist 0.1, CHRM4 antagonist -7, M5 PAM 1, M1 PAM 0, M4 PAM 6, M1 antag 0, CHRM5 antagonist 8, CHRM5 agonist -1 and CHRM4 agonist 2.
For COCCNC(=O)c1cc(-c2ccc3c(c2)OCO3)on1 the results were CRFBP-R2 agonist 0.4, CHRM4 antagonist 6, M5 PAM -5, M1 PAM -1, M4 PAM -7, M1 antag 7, CHRM5 antagonist 1, CHRM5 agonist 1 and CHRM4 agonist 0.
COc1ccc(CCNC(=O)C2CC3Cn4c(nc5cc(C)c(C)cc54)C3N2C)cc1 (stereo unspecified) was read as CRFBP-R2 agonist 0.3, CHRM4 antagonist -4, M5 PAM -3, M1 PAM 8, M4 PAM 11, M1 antag -12, CHRM5 antagonist 5, CHRM5 agonist 3 and CHRM4 agonist 4.
Screening CC(=O)c1ccc(OCCCC(=O)Nc2nnc(C3CC3)s2)cc1 returned CRFBP-R2 agonist -2.0, CHRM4 antagonist -7, M5 PAM 2, M1 PAM 3, M4 PAM 2, M1 antag -2, CHRM5 antagonist 10, CHRM5 agonist 1 and CHRM4 agonist 0.
For CCCN1CCN(CCCNC(=S)Nc2ccc(F)cc2)CC1 the results were CRFBP-R2 agonist 0.9, CHRM4 antagonist 4, M5 PAM -1, M1 PAM 1, M4 PAM 0, M1 antag 1, CHRM5 antagonist 8, CHRM5 agonist -1 and CHRM4 agonist 1.
For Cc1cc2ccccc2c(=O)n1CC(=O)NCC(=O)N(C)Cc1ccccc1 the results were CRFBP-R2 agonist -0.8, CHRM4 antagonist -9, M5 PAM 3, M1 PAM 2, M4 PAM 13, M1 antag 0, CHRM5 antagonist 8, CHRM5 agonist -8 and CHRM4 agonist 2.
`COC(=O)CN1C(=O)N/C(=C/c2ccc(OC)cc2)C1=O` gave CRFBP-R2 agonist 14, CHRM4 antagonist -12, M5 PAM -5, M1 PAM 5, M4 PAM 8, M1 antag -7, CHRM5 antagonist 12, CHRM5 agonist 5 and CHRM4 agonist 1.
For Cc1cccc(NC(=O)CCc2ccccc2)c1C the results were CRFBP-R2 agonist -4.4, CHRM4 antagonist -15, M5 PAM 26*, M1 PAM 16, M4 PAM 3, M1 antag -11, CHRM5 antagonist -18, CHRM5 agonist 0 and CHRM4 agonist 0.
Screening Cc1cccc(-n2nc3c(c2NC(=O)c2cc4ccccc4o2)CS(=O)(=O)C3)c1 returned CRFBP-R2 agonist -0.5, CHRM4 antagonist -6, M5 PAM 1, M1 PAM 2, M4 PAM 0, M1 antag 0, CHRM5 antagonist -5, CHRM5 agonist -1 and CHRM4 agonist 2.
C=CCn1c(COc2ccc(CC)cc2)nnc1SCC(=O)NC1CCS(=O)(=O)C1 (stereo unspecified) was read as CRFBP-R2 agonist 0.9, CHRM4 antagonist -7, M5 PAM -8, M1 PAM -1, M4 PAM 9, M1 antag 3, CHRM5 antagonist 6, CHRM5 agonist -5 and CHRM4 agonist -1.
O=C1CC(SCc2nc3ccccc3[nH]2)C(=O)N1c1cccc(Cl)c1 (stereo unspecified) was read as CRFBP-R2 agonist 19, CHRM4 antagonist 6, M5 PAM -2, M1 PAM 8, M4 PAM -5, M1 antag -4, CHRM5 antagonist 5, CHRM5 agonist 1 and CHRM4 agonist 4.
For COc1c(C)cc(C(O)c2ncc(-c3ccccc3C(F)(F)F)[nH]2)cc1C (stereo unspecified) the results were CHRM4 antagonist -6, M5 PAM 1, M1 PAM 3, M4 PAM 8, M1 antag -6, CHRM5 antagonist 2, CHRM5 agonist 0 and CHRM4 agonist 5.
`COc1cc(CC(=O)O)c(C(C)=O)cc1OC` gave CRFBP-R2 agonist -0.1, CHRM4 antagonist 3, M5 PAM -3, M1 PAM 11, M4 PAM 0, M1 antag -11, CHRM5 antagonist -1, CHRM5 agonist -2 and CHRM4 agonist 0.

Retrieved by structure from the list above:
For O=C(Nc1cccc(F)c1)N1CCN(C/C=C/c2ccccc2)CC1 the results were CRFBP-R2 agonist -1.2, CHRM4 antagonist 5, M5 PAM 2, M1 PAM -1, M4 PAM 2, M1 antag -1, CHRM5 antagonist 9, CHRM5 agonist -16 and CHRM4 agonist 1.
For COc1c(C)cc(C(O)c2ncc(-c3ccccc3C(F)(F)F)[nH]2)cc1C (stereo unspecified) the results were CHRM4 antagonist -6, M5 PAM 1, M1 PAM 3, M4 PAM 8, M1 antag -6, CHRM5 antagonist 2, CHRM5 agonist 0 and CHRM4 agonist 5.

Screening results deposited in PubChem BioAssay by several laboratories.
